From PubChem
UPR CHOP act = activators of apoptotic arm of unfolded protein response (CHOP) | CHO-CHOP luciferase reporter, UPR activation, luminescence; percent of tunicamycin response over DMSO baseline | activation, % at 10 µM | 330,000 tested, 0.34% active;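 active means at 10 µM dose, activation of 40% or more, normalized to positive control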;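 further: 100% = tunicamycin at 10 µg/mL and 0% = DMSO alone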
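Material: CHO-CHOP cells, stable luciferase reporter of PERK-eIF2a-CHOP signalling; quantity: 500 reporter cells seeded per well; buffer or medium: F12 medium containing 10% fetal bovine serum; compound: one dose, 10 µM in 0.5% DMSO; incubation: 6 h compound treatment, 37 °C; measured by: Steady-Glo luciferase luminescence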
tim23-1 inh = tim23-1 yeast growth inhibition | S. cerevisiae tim23-1 growth, BacTiter-Glo luminescence, 24 h | 330,000 tested, 1.3% active | AID 463212 | inhibition, % at 20 µM;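 active means growth inhibition of the mutant yeast at or above 50%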;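 further: temperature-sensitive mutant grown at 25 °C; plate controls were DMSO-treated mutant yeast for no effect and medium wells lacking yeast for full effect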
Mdm2-MdmX inh = human Mdm2/MdmX binding inhibition. O15151+Q00987. SaOS-2 split-luciferase Mdm2/MdmX complementation, luminescence. inhibition, % at 8 µM. 330,000 tested, 3% active. AID 485346;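 active means inhibition of at least 50% at 8 µM in the primary screen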
Target sequence (O15151 whole entry, looked up): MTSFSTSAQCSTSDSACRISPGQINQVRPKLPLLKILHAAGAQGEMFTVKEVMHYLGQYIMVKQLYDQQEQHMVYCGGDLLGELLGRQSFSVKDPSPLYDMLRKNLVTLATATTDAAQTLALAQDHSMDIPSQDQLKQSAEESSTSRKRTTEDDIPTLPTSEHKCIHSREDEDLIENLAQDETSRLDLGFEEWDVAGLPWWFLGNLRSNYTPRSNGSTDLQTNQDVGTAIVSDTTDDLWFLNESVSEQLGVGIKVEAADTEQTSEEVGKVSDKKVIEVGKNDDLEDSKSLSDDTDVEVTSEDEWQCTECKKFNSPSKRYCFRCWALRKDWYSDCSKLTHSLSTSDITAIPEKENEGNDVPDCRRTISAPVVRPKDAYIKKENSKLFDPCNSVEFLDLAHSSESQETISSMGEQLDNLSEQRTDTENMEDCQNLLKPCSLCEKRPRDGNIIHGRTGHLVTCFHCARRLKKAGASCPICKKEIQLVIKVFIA
Target sequence (Q00987 whole entry, looked up): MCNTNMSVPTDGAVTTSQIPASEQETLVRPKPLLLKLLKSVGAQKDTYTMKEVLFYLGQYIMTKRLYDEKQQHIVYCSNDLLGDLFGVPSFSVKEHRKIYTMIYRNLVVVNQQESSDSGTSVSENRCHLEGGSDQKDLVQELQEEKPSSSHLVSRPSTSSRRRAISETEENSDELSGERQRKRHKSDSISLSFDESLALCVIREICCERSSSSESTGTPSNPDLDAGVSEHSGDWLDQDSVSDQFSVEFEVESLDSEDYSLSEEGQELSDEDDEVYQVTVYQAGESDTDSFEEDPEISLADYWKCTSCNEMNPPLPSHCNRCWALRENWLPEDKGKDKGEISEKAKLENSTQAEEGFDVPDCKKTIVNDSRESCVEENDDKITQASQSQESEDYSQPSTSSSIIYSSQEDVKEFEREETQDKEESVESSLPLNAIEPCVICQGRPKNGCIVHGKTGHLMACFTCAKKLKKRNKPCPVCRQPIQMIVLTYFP
APJ agonist = activates the human apelin receptor APJ | activation, % at 20 µM | P35414 | 330,000 tested, 0.11% active | CHO-K1 APJ PathHunter beta-arrestin, luminescence; 0% DMSO wells, 100% apelin | AID 2520;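 active means activation more than six SD over the plate average, tested at 20 µM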;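 further: 0% = DMSO alone and 100% = apelin-13 at 10 nM; some results filed as inactive read as strong as hits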
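Assay system – PathHunter CHO-K1 APJ (AGTRL-1) beta-arrestin reporter cells · Compound – one dose, 20 µM compound, 1% DMSO · Timing – compound 90 min 25 °C, reagent 1 h · Measured by – luminescence from split beta-galactosidase complementation, Galacton Star/Emerald II substrate · Measure – beta-arrestin recruitment to APJ as agonist activity, luminescent signal · Benchmarks – DMSO vs Apelin-13 10 nM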
CXCR6 block = CXCR6 (human) receptor inhibition | O00574 | CHO-K1 PathHunter CXCR6 beta-arrestin, luminescence | inhibition, % at 20 µM | 360,000 tested, 0.36% active; in the data active means inhibition above about 34%, passing the limit was not always enough;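 further: antagonist mode with CXCL16 agonist at 10 nM final; 0% = 10 nM CXCL16 with DMSO and 100% = unstimulated wells without agonist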
APJ antag = APJ receptor antagonism | CHO-K1 APJ beta-arrestin complementation, luminescence | inhibition, % at 20 µM | 330,000 tested, 0.32% active | AID 2521;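 active means inhibition above about 40% at 20 µM, limit read from the data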;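 further: cells challenged with 10 nM apelin-13 agonist together with compound; plate controls were apelin-13 plus DMSO wells for no effect and DMSO wells lacking apelin-13 for full effect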
XBP1 UPR activ = adaptive UPR (XBP1) activation. CHO-XBP1 luciferase reporter, IRE1-XBP1 UPR activation, luminescence; percent of tunicamycin response, DMSO as zero. activation, % at 20 µM. 330,000 tested, 0.33% active. AID 463104;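 active means versus positive control, 20 µM dose yields 30% or more activation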;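 further: 100% = tunicamycin at 10 µg/mL and 0% = DMSO only wells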
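Material: CHO-XBP1 cells stably carrying IRE1-XBP1-driven luciferase reporter / Amount: 1000 cells per well / Compound: 20 µM, 1% DMSO / Times: 6 h treatment, 37 °C / Detection: luciferase luminescence / Measure: % activation of reporter signal versus tunicamycin and DMSO controls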
TIM10 inh = growth inhibitors of TIM10 yeast strain; S. cerevisiae TIM10 strain growth, BacTiter-Glo luminescence, 24 h; inhibition, % at 10 µM; 330,000 tested, 1.4% active; AID 463195;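 active means inhibition of 40% or more at the single tested concentration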;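 further: wild-type TIM10 isogenic control strain grown at permissive 25 °C; 0% = DMSO yeast wells and 100% = minimal medium wells without yeast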
tim10-1 inh = inhibits growth of tim10-1 mutant yeast; S. cerevisiae tim10-1 ts strain growth, BacTiter-Glo, 24 h; inhibition, % at 20 µM; 330,000 tested, 2.2% active; AID 463190;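 active means inhibition of at least 40%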;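 further: mutant grown at 25 °C; 0% = DMSO wells with yeast and 100% = wells holding no yeast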
Numbers without * were called inactive.

CN(Cc1cc(=O)n2ccsc2n1)c1ccccc1 was read as UPR CHOP act -1.2, tim23-1 inh 6, Mdm2-MdmX inh 10, APJ agonist -4, CXCR6 block -9, APJ antag -1, XBP1 UPR activ -2, TIM10 inh -13 and tim10-1 inh 12.
`COc1ccc(-n2c(=O)c3ccccc3n(CC(=O)NCc3ccco3)c2=O)cc1` gave UPR CHOP act 1.6, tim23-1 inh 2, Mdm2-MdmX inh 2, APJ agonist -4, CXCR6 block 9, APJ antag 12, XBP1 UPR activ -2, TIM10 inh 1 and tim10-1 inh 15.
O=C(NCc1ccccc1)c1ccc(=O)[nH]n1 was read as UPR CHOP act 0.1, tim23-1 inh 13, Mdm2-MdmX inh -7, APJ agonist 0, CXCR6 block -10, APJ antag 6, XBP1 UPR activ 1, TIM10 inh -4 and tim10-1 inh 7.
For COc1ccc2c(CC(=O)OCC(=O)Nc3cccc(C)c3)coc2c1 the results were UPR CHOP act 2.0, tim23-1 inh 26, Mdm2-MdmX inh 1, APJ agonist 1, CXCR6 block -2, APJ antag -20, XBP1 UPR activ 0, TIM10 inh 6 and tim10-1 inh 5.
Screening Cc1ccc(CN(C(=O)N2CCN(C)CC2)S(=O)(=O)c2ccc(C)cc2)cc1 returned UPR CHOP act 0.6, tim23-1 inh -1, Mdm2-MdmX inh 7, APJ agonist 0, CXCR6 block 4, APJ antag -27, XBP1 UPR activ 0, TIM10 inh 1 and tim10-1 inh -9.
`Cc1ccc([C@H]2C(C(=O)O)=CC[C@@H](c3cccs3)N2S(=O)(=O)c2ccc(C)cc2)cc1` gave UPR CHOP act 0.7, tim23-1 inh 12, Mdm2-MdmX inh 7, APJ agonist 0, CXCR6 block -1, APJ antag 13, XBP1 UPR activ -3, TIM10 inh 12 and tim10-1 inh 9.
`COc1ccc(CC(=O)NCCS(=O)(=O)N2CCN(c3ccccc3)CC2)cc1` gave UPR CHOP act 0.3, tim23-1 inh -8, Mdm2-MdmX inh 28, APJ agonist -6, CXCR6 block -2, APJ antag 14, XBP1 UPR activ -2, TIM10 inh 4 and tim10-1 inh 4.
For COc1cccc(C(=O)Nc2nc(SCc3ccc(Cl)cc3)n[nH]2)c1 the results were UPR CHOP act 1.1, tim23-1 inh 10, Mdm2-MdmX inh 2, APJ agonist -3, CXCR6 block -10, APJ antag -5, XBP1 UPR activ 3, TIM10 inh -5 and tim10-1 inh 16.
`CCOc1ccc2oc(C(=O)NCC3CCCO3)c(C)c2c1` (configuration not stated) gave UPR CHOP act -0.1, tim23-1 inh 5, Mdm2-MdmX inh -10, APJ agonist 4, CXCR6 block 4, APJ antag -6, XBP1 UPR activ -3, TIM10 inh -6 and tim10-1 inh 5.
O=C(c1ccc(N2C(=O)C3CC=C(Cl)CC3C2=O)cc1)N1CCCCC1 (configuration not stated) was read as UPR CHOP act -1.2, tim23-1 inh 13, Mdm2-MdmX inh 6, APJ agonist 4, CXCR6 block -4, APJ antag -5, XBP1 UPR activ -1, TIM10 inh 2 and tim10-1 inh 5.
`CC1=NNC(=O)C1C(c1ccc(F)cc1)C(C#N)C#N` (configuration not stated) gave UPR CHOP act 0.6, tim23-1 inh 26, Mdm2-MdmX inh 13, APJ agonist 6, CXCR6 block -1, APJ antag 2, XBP1 UPR activ 8, TIM10 inh -5 and tim10-1 inh 3.
`Cc1ccc(S(=O)(=O)N2CCCCC2)cc1NC(=O)Nc1ccc(Cl)cc1Cl` gave UPR CHOP act 8.7, tim23-1 inh 8, Mdm2-MdmX inh 0, APJ agonist -4, CXCR6 block 3, APJ antag 1, XBP1 UPR activ 8, TIM10 inh 11 and tim10-1 inh -4.
Screening Cc1onc(-c2ccccc2Cl)c1-c1nc(-c2ccccn2)no1 returned UPR CHOP act -1.6, tim23-1 inh 7, Mdm2-MdmX inh 19, APJ agonist -4, CXCR6 block 4, APJ antag 13, XBP1 UPR activ 0, TIM10 inh -11 and tim10-1 inh 16.
For O=[N+]([O-])c1cc(S(=O)(=O)N2CCCCC2)ccc1NCCN1CCOCC1 the results were UPR CHOP act -3.0, tim23-1 inh -17, Mdm2-MdmX inh 0, APJ agonist 0, CXCR6 block -9, APJ antag -7, XBP1 UPR activ 0, TIM10 inh -13 and tim10-1 inh -11.
Screening COc1ccc(-c2nnc3ccc(SCC(=O)N4CCCC4)nn23)cc1 returned UPR CHOP act -1.0, tim23-1 inh -4, Mdm2-MdmX inh 17, APJ agonist -3, CXCR6 block -3, APJ antag 19, XBP1 UPR activ -3, TIM10 inh 1 and tim10-1 inh -7.
`C=CCn1c(/N=C/c2ccc(OC)cc2)nc2ccccc21` gave UPR CHOP act 1.7, tim23-1 inh -1, Mdm2-MdmX inh -2, APJ agonist -3, CXCR6 block 12, APJ antag 3, XBP1 UPR activ 6, TIM10 inh -6 and tim10-1 inh 6.
O=C(Nc1cccnc1Cl)c1ccc(Cl)cc1 was read as UPR CHOP act 3.8, tim23-1 inh 2, Mdm2-MdmX inh -12, APJ agonist -4, CXCR6 block -7, APJ antag 8, XBP1 UPR activ 1, TIM10 inh -3 and tim10-1 inh -8.
`CCN(CC(=O)Nc1ccc(NC(C)=O)cc1)C(=O)CCCSc1nc2ccccc2[nH]1` gave UPR CHOP act -1.4, tim23-1 inh -11, Mdm2-MdmX inh 13, APJ agonist -3, CXCR6 block 4, APJ antag 1, XBP1 UPR activ 0, TIM10 inh -6 and tim10-1 inh -4.
Screening C=CCOc1ccc(C2C(C(=O)c3ccco3)=C(O)C(=O)N2Cc2cccnc2)cc1 (configuration not stated) returned UPR CHOP act 0.2, tim23-1 inh 25, Mdm2-MdmX inh -16, APJ agonist 2, CXCR6 block 7, APJ antag 0, XBP1 UPR activ -2, TIM10 inh -15 and tim10-1 inh 27.
Screening Cc1ccc(OCC(=O)Nc2ccc(F)cc2)cc1C returned UPR CHOP act -2.0, tim23-1 inh 9, Mdm2-MdmX inh -12, APJ agonist -1, CXCR6 block -11, APJ antag 25, XBP1 UPR activ 0, TIM10 inh 10 and tim10-1 inh 4.
Cc1ccc(OC(C)C(=O)N/N=C/c2ccccn2)cc1 (configuration not stated) was read as UPR CHOP act -2.1, tim23-1 inh 10, Mdm2-MdmX inh -9, APJ agonist 0, CXCR6 block 0, APJ antag -13, XBP1 UPR activ -2, TIM10 inh 8 and tim10-1 inh 18.
Cc1ccc(NC(=O)COC(=O)/C(=C/c2cccs2)c2cccs2)cc1S(=O)(=O)N(C)C was read as UPR CHOP act 3.5, tim23-1 inh 20, Mdm2-MdmX inh 7, APJ agonist 1, CXCR6 block -1, APJ antag 0, XBP1 UPR activ -2, TIM10 inh 18 and tim10-1 inh 19.
`Cc1nn(C)c(C(=O)NC(=S)Nc2ccc([N+](=O)[O-])cc2)c1Cl` gave UPR CHOP act 0.3, tim23-1 inh 50, Mdm2-MdmX inh 37, APJ agonist -5, CXCR6 block 25, APJ antag 24, XBP1 UPR activ 0, TIM10 inh 41* and tim10-1 inh 52*.
For N#Cc1ccccc1OCC(=O)NNC(=O)CNC(=O)c1ccc(Br)o1 the results were UPR CHOP act -0.3, tim23-1 inh -7, Mdm2-MdmX inh -4, APJ agonist -2, CXCR6 block -1, APJ antag 15, XBP1 UPR activ -1, TIM10 inh -3 and tim10-1 inh -14.
O=[N+]([O-])c1cccnc1N1CCN(c2ccc(F)cc2)CC1 was read as UPR CHOP act 0.6, tim23-1 inh 15, Mdm2-MdmX inh -6, APJ agonist -1, CXCR6 block -2, APJ antag 18, XBP1 UPR activ 2, TIM10 inh 1 and tim10-1 inh 18.
COc1ccc2c(c1)C(NC(=O)C(F)(F)F)CC2=O (configuration not stated) was read as UPR CHOP act 0.2, tim23-1 inh 15, Mdm2-MdmX inh -27, APJ agonist -2, CXCR6 block 3, APJ antag -19, XBP1 UPR activ 1, TIM10 inh -2 and tim10-1 inh 8.
Cc1onc(-c2ccccc2Cl)c1C(=O)Nc1cccnc1 was read as UPR CHOP act -0.7, tim23-1 inh 23, Mdm2-MdmX inh 1, APJ agonist -1, CXCR6 block -10, APJ antag -18, XBP1 UPR activ 0, TIM10 inh -17 and tim10-1 inh 9.
CCOc1ccc(C2C(C#N)=C(N)SC(N)=C2C#N)cc1OC was read as UPR CHOP act -0.6, tim23-1 inh 10, Mdm2-MdmX inh 15, APJ agonist -4, APJ antag 15, XBP1 UPR activ 2, TIM10 inh 19 and tim10-1 inh 14.
Screening COc1ccc(OC)c(NC(=O)CSc2nnc(Cc3cccn3C)n2-c2ccc(F)cc2)c1 returned UPR CHOP act -2.6, tim23-1 inh 27, Mdm2-MdmX inh -1, APJ agonist -1, CXCR6 block 2, APJ antag 10, XBP1 UPR activ 8, TIM10 inh -9 and tim10-1 inh 27.
Screening Cc1ccc(-c2cc(C(=O)NCC3CCCO3)c3ccccc3n2)cc1C (configuration not stated) returned UPR CHOP act 2.8, tim23-1 inh 17, Mdm2-MdmX inh -17, APJ agonist 3, CXCR6 block -12, APJ antag 17, XBP1 UPR activ 2, TIM10 inh 17 and tim10-1 inh 22.
`COc1cccc2[nH]c3c(N4CCc5ccccc5C4)ncnc3c12` gave UPR CHOP act 4.2, tim23-1 inh 33, Mdm2-MdmX inh -1, APJ agonist 10, APJ antag 0, XBP1 UPR activ 8, TIM10 inh 36 and tim10-1 inh 24.
COc1ccccc1NS(=O)(=O)CC12CCC(CC1=O)C2(C)C (configuration not stated) was read as UPR CHOP act -1.4, tim23-1 inh 4, Mdm2-MdmX inh -26, APJ agonist 0, CXCR6 block 0, APJ antag 11, XBP1 UPR activ -3, TIM10 inh 8 and tim10-1 inh 8.
Screening Cc1ccccc1N=C1NC(=O)CS1 returned UPR CHOP act -2.9, tim23-1 inh 2, Mdm2-MdmX inh -5, APJ agonist -3, CXCR6 block -4, APJ antag 9, XBP1 UPR activ -2, TIM10 inh 1 and tim10-1 inh -1.
O=C(NC1CCCCC1)C1CCCN1C(=O)Nc1ccccc1 (configuration not stated) was read as UPR CHOP act -0.1, tim23-1 inh 3, Mdm2-MdmX inh 7, APJ agonist -1, CXCR6 block 9, APJ antag 14, XBP1 UPR activ -2, TIM10 inh 9 and tim10-1 inh -12.
Screening CC1(C)CC(=O)C=C(NCCc2c[nH]c3ccccc23)C1 returned UPR CHOP act 2.0, tim23-1 inh -8, Mdm2-MdmX inh 13, APJ agonist -1, CXCR6 block -11, APJ antag 18, XBP1 UPR activ 1, TIM10 inh -18 and tim10-1 inh -11.
`O=C(NC1CCCCC1)c1cccc(Cn2cc(Cl)cn2)c1` gave UPR CHOP act -1.7, tim23-1 inh 7, Mdm2-MdmX inh 4, APJ agonist 1, CXCR6 block -11, APJ antag 8, XBP1 UPR activ 3, TIM10 inh 3 and tim10-1 inh 32.

Not all compounds are listed. The share of hits here may be higher or lower than overall.
